Source: PubChem BioAssay
RAD54 inh = inhibitors of human RAD54 branch migration; Q92698; RAD54 Holliday junction branch migration, FAM/BHQ fluorescence; inhibition, % at 10.4 µM; 360,000 tested, 0.14% active;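 active means mean normalized replicate activity at least 40 and at least half of replicates scoring 40 or more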;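 further: 0% = median of neutral control wells and 100% = median of positive control wells; inhibitors cause a drop in the FAM fluorescence signal; in these data hits start at about 50%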
esBAF inh = inhibitors of esBAF chromatin remodeling in mouse ES cells | Bmi1-luciferase knock-in reporter, 24 h; 100% = twice the neutral-well signal | AID 602393 | reporter increase, % at 12.5 µM | 350,000 tested, 2% active; in the data active means activation above about 40%;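 further: 0% = median of the plate's neutral control wells and 100% = double that signal; a rise in the Bmi1 reporter signal indicates esBAF inhibition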
ERAP1 HTS inh = blocks human ERAP1 aminopeptidase activity; Q9NZ08; recombinant ERAP1, Leu-AMC fluorescence, 60 min; inhibition, % at 10.7 µM; 340,000 tested, 0.15% active; AID 652197;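 active means mean replicate inhibition of at least 30%, or all replicates individually reaching that 30% level; inactive means mean below 30% and not every replicate reaching it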;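 further: 0% = neutral control wells and 100% = L-leucinethiol positive control wells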
CFTR F508del cor = CFTR F508del correction in bronchial cells. CFBE cells, YFP halide quenching; stimulated with forskolin plus potentiator P3; % fluorescence drop versus neutral controls. activity (quench increase), % at 7.58 µM. 350,000 tested, 0.36% active. AID 720511;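 active means mean added fluorescence quench of at least 8% versus neutral control, with both replicates also reaching 8%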;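 further: cells transiently co-express mutant CFTR-F508del with the halide-sensitive YFP; corrector assay measuring rescue of mutant channel to the surface after 24 h compound exposure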
ARNT-TACC3 inh = disrupts binding between human ARNT and TACC3 | AlphaScreen His-ARNT PAS-B/GST-TACC3 binding, luminescence; TACC3 fragment carries E629A point mutation | inhibition, % at 9.99 µM | 390,000 tested, 0.66% active | AID 623870;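 active means mean inhibition of replicates at least 50% and at least half of replicates each reaching 50%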;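 further: 0% = complete ARNT plus TACC3 wells and 100% = ARNT alone without TACC3; many hits fall short of the cut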
RAD52 inh = inhibitors of human RAD52 DNA annealing; recombinant RAD52 DNA annealing, FRET fluorescence; inhibition, % at 18.7 µM; 360,000 tested, 0.46% active; AID 651710;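 active means every replicate showing at least 50% inhibition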
Target sequence (P43351 whole entry, looked up): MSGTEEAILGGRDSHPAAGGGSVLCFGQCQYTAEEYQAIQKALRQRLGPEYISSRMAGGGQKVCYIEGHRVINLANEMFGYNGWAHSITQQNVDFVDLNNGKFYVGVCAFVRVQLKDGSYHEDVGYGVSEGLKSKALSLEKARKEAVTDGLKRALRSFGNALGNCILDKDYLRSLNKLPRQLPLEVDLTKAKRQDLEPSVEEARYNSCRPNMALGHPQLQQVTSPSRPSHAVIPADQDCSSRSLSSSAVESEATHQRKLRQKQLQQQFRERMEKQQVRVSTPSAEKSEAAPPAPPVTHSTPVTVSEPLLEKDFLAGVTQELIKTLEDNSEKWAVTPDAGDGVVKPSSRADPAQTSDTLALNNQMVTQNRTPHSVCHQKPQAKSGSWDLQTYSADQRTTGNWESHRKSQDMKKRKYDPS
GSIS activator = primary screen for activators of insulin secretion dependent on glucose, INS-1E cells, GLuc reporter luminescence | INS-1E GLuc reporter insulin secretion, 2-3 h | activation, % at 16.6 µM | 370,000 tested, 0.61% active | AID 743287;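 active means lowest replicate activation of at least 40%, so every replicate reaches that level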;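 further: 0% = median of neutral control wells and 100% = median of IBMX positive control wells; some compounds called inactive have numbers as strong as hits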
XiGFP reactiv = activators of X-chromosome reactivation in mouse fibroblasts | XiGFP mouse fibroblasts, % GFP-positive cells imaging, 3 d; cells co-treated with 5-aza-dC sensitizer; scaled so ellipticine positive control = 100% | activation, % at 7.58 µM | 360,000 tested, 0.055% active;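 active means mean normalized replicate activation at least 10% and every replicate at or above 10%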;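 further: 0% = median of on-plate neutral control wells and 100% = ellipticine 6 µM median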
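material = 68-5-11 XiGFP fibroblast line | medium = DMEM plus 5-aza-dC sensitizer | schedule = 3 days compound exposure | benchmarks = positive control ellipticine, 6 µM final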
An asterisk follows results filed as active; x = no result given.

SMILES	RAD54 inh	esBAF inh	ERAP1 HTS inh	CFTR F508del cor	ARNT-TACC3 inh	RAD52 inh	GSIS activator	XiGFP reactiv
C[C@@H]1CCCCO[C@H](CN(C)S(=O)(=O)c2ccccc2)[C@@H](C)CN([C@H](C)CO)C(=O)c2cc(NC(=O)Nc3ccccc3)ccc2O1	-8	-2	1	1.7	-7	-14	13	0.0
CCOc1ccc(CCNC(=O)Cc2ccc(S(=O)(=O)N3CCOCC3)s2)cc1OCC	-2	-7	1	-1.2	0	-7	11	0.4
C[C@H](CO)N1C[C@H](C)[C@@H](CN(C)C(=O)Nc2ccccc2F)Oc2ncc(-c3ccccc3)cc2C1=O	6	9	-8	0.2	-3	12	-15	0.2
CC1(C(=O)NS(=O)(=O)c2ccccc2)CCN1C(=O)CC(c1ccccc1)c1ccccc1 (centres undefined)	-5	2	-1	-0.8	x	-9	-11	0.0
CCNC(=O)C[C@@H]1CC[C@@H]2[C@H](COc3ccc(NC(=O)Nc4ccccc4F)cc3C(=O)N2C)O1	6	-1	-7	-2.9	-13	1	0	0.0
Cc1ccc2oc(C(=O)N3CCCCCC3)c(C)c2c1	-10	64*	4	0.1	-9	-3	5	0.0
C[C@@H]1CCCCO[C@H](CN(C)C(=O)c2ccncc2)[C@@H](C)CN([C@@H](C)CO)C(=O)c2cc(NC(=O)NC3CCCCC3)ccc2O1	4	1	x	0.0	2	x	-2	0.1
Cc1ccc(NC(=O)c2cc(S(=O)(=O)N3CCc4ccccc43)cn2C)cc1C	-1	16	2	2.8	-3	-19	-23	-0.1
CC(=C1SC(=S)NC1=O)c1ccccc1	3	14	-2	1.5	-4	-19	-24	0.3
O=C1c2ccccc2-c2cc(Br)ccc2NC1O (centres undefined)	1	-2	-2	2.4	x	-45	x	0.0
C[C@H](CO)N1C[C@H](C)[C@@H](CN(C)Cc2ccc(C(F)(F)F)cc2)Oc2ccc(NC(=O)Nc3ccc(C(F)(F)F)cc3)cc2C1=O	-2	0	0	0.7	-4	-16	11	0.2
N#Cc1c(SCC(N)=O)nsc1SCc1ccccc1Cl	-8	-4	x	x	-3	x	20	x
Cc1ccc(S(=O)(=O)N2CCC(C(=O)OC(C)C(=O)NC3CCCCC3C)CC2)cc1C (centres undefined)	1	-4	0	3.7	-4	13	-74	0.2
COc1cccc(C(=O)Nc2ccc3c(c2)C(=O)N(C)[C@H]2CC[C@@H](CC(=O)NCCCN4CCOCC4)O[C@@H]2CO3)c1	3	4	-8	x	-4	11	-8	0.0
O=C(N[C@@H]1CC[C@@H](CCn2cc(C3(O)CCCC3)nn2)O[C@H]1CO)c1ccccc1F	-2	-2	-1	1.9	-8	5	29	0.1

Reformatted: results already given
The line under a structure holds: RAD54 inh, esBAF inh, ERAP1 HTS inh, CFTR F508del cor, ARNT-TACC3 inh, RAD52 inh, GSIS activator, XiGFP reactiv
C[C@@H]1CCCCO[C@H](CN(C)S(=O)(=O)c2ccccc2)[C@@H](C)CN([C@H](C)CO)C(=O)c2cc(NC(=O)Nc3ccccc3)ccc2O1
→ -8, -2, 1, 1.7, -7, -14, 13, 0.0
CCOc1ccc(CCNC(=O)Cc2ccc(S(=O)(=O)N3CCOCC3)s2)cc1OCC
→ -2, -7, 1, -1.2, 0, -7, 11, 0.4
C[C@H](CO)N1C[C@H](C)[C@@H](CN(C)C(=O)Nc2ccccc2F)Oc2ncc(-c3ccccc3)cc2C1=O
→ 6, 9, -8, 0.2, -3, 12, -15, 0.2
CC1(C(=O)NS(=O)(=O)c2ccccc2)CCN1C(=O)CC(c1ccccc1)c1ccccc1 (centres undefined)
→ -5, 2, -1, -0.8, x, -9, -11, 0.0
CCNC(=O)C[C@@H]1CC[C@@H]2[C@H](COc3ccc(NC(=O)Nc4ccccc4F)cc3C(=O)N2C)O1
→ 6, -1, -7, -2.9, -13, 1, 0, 0.0
Cc1ccc2oc(C(=O)N3CCCCCC3)c(C)c2c1
→ -10, 64*, 4, 0.1, -9, -3, 5, 0.0
C[C@@H]1CCCCO[C@H](CN(C)C(=O)c2ccncc2)[C@@H](C)CN([C@@H](C)CO)C(=O)c2cc(NC(=O)NC3CCCCC3)ccc2O1
→ 4, 1, x, 0.0, 2, x, -2, 0.1
Cc1ccc(NC(=O)c2cc(S(=O)(=O)N3CCc4ccccc43)cn2C)cc1C
→ -1, 16, 2, 2.8, -3, -19, -23, -0.1
CC(=C1SC(=S)NC1=O)c1ccccc1
→ 3, 14, -2, 1.5, -4, -19, -24, 0.3
O=C1c2ccccc2-c2cc(Br)ccc2NC1O (centres undefined)
→ 1, -2, -2, 2.4, x, -45, x, 0.0
C[C@H](CO)N1C[C@H](C)[C@@H](CN(C)Cc2ccc(C(F)(F)F)cc2)Oc2ccc(NC(=O)Nc3ccc(C(F)(F)F)cc3)cc2C1=O
→ -2, 0, 0, 0.7, -4, -16, 11, 0.2
N#Cc1c(SCC(N)=O)nsc1SCc1ccccc1Cl
→ -8, -4, x, x, -3, x, 20, x

Continuation:
SMILES	RAD54 inh	esBAF inh	ERAP1 HTS inh	CFTR F508del cor	ARNT-TACC3 inh	RAD52 inh	GSIS activator	XiGFP reactiv
CNC[C@@H]1Oc2ccc(NS(=O)(=O)c3ccccc3)cc2C(=O)N([C@H](C)CO)C[C@H]1C	-13	1	0	-2.4	-1	2	11	-1.1
C[C@H](CO)N1C[C@H](C)[C@H](CN(C)Cc2ccc(C(F)(F)F)cc2)OCCCC[C@H](C)Oc2ccc(NC(=O)C3CCCCC3)cc2C1=O	4	0	x	1.9	5	x	-11	0.1
CCCC(=O)NC(Nc1c(C)n(C)n(-c2ccccc2)c1=O)C(Cl)(Cl)Cl (centres undefined)	4	1	1	-3.2	-2	-13	-1	0.0
COc1c(C(=O)Nc2ccccc2N2CCOCC2)cc2ccccc2c1Br	-14	-5	-2	-0.2	-13	-2	6	0.1
CC[C@H]1C(O)C[C@H]2CCN3C(=O)CCC[C@H]1[C@H]23 (some centres undefined)	-4	3	2	-2.8	-10	-9	4	0.0
CC(C)(CO)NC(=O)CCCOc1ccc(Cl)cc1Cl	4	48*	x	x	-17	x	-5	x
CCC(=O)N1[C@H](CO)[C@H](c2ccc(C3=CCCCC3)cc2)[C@H]1CNCC1CCC1	x	x	-6	0.8	x	-12	-4	0.0
O=c1[nH]c(=O)n(C2OC(CO)C(O)C2O)cc1Br (centres undefined)	-1	-11	1	0.0	-4	-6	15	0.0
CN(C(=O)c1ccc(Oc2ccc([N+](=O)[O-])cc2)cc1)C1CCCCC1	2	-4	2	2.5	7	-18	-37	0.1
Cc1cc(=O)oc2cc(OC(=O)c3ccccc3)ccc12	-1	7	-1	-0.4	-2	-6	-2	x
CCOc1cccc(N2C(=O)CC(NNC(=O)c3ccc(Br)o3)C2=O)c1 (centres undefined)	x	x	-3	1.7	-7	-4	x	0.9
COc1ccc(CN(C)C[C@@H]2Oc3ccc(NS(=O)(=O)c4ccc(C)cc4)cc3C(=O)N([C@@H](C)CO)C[C@H]2C)cc1	0	-5	-7	1.0	0	20	20	0.0
O=C1O[C@@H]([C@H](O)CO)C(O)=C1O	5	12	-1	2.4	-1	-6	x	-0.1
CC(=O)C1C(c2ccccc2Cl)NC(=O)NC1(O)C(F)(F)F (centres undefined)	1	-9	-4	1.6	6	-6	x	0.4
C[C@H](CO)N1C[C@H](C)[C@@H](CN(C)C(=O)C2CC2)Oc2ncc(-c3ccncc3)cc2C1=O	x	-5	x	-2.1	x	x	-1	-0.9
COc1ccccc1CNC(=O)c1ccc2c(=O)n3c(nc2c1)CCCCC3	4	3	0	1.4	3	-6	0	0.0
O=c1[nH]c2ccc(S(=O)(=O)N3CCN(c4ccccc4)CC3)cc2[nH]c1=O	-6	-10	3	0.6	x	-2	-8	x
COc1ccc(NC(=O)Nc2ccc3c(c2)C(=O)N([C@@H](C)CO)C[C@H](C)[C@H](CN(C)C(=O)Nc2ccccc2)OCCCC[C@@H](C)O3)cc1	-14	3	5	2.6	-3	28	9	0.1
Cc1c(Cl)cccc1-n1c(SCC(=O)NCc2ccccc2Cl)nnc1-c1ccncc1	-4	-4	-2	-0.5	-1	-43	-24	x
CC(C)C#Cc1cnc2c(c1)C(=O)N([C@H](C)CO)C[C@H](C)[C@H](CN(C)Cc1ccccc1F)O2	4	-3	2	-1.5	-4	2	-11	0.2
COC[C@H]1CCCN1c1ccc2c(c1)O[C@@H](COCc1ccccc1)CN([C@@H](C)c1ccccc1)S2(=O)=O	x	x	1	-5.5	x	-15	10	0.5
O=c1cnnc(N/N=C/c2ccccn2)[nH]1	-22	-53	5	-0.7	78*	-23	-7	-0.2
c1ccc2c(c1)Sc1ccccc1-n1cnnc1-2	-3	-5	3	x	x	0	x	x
CC(C(=O)O/N=C(\N)c1ccccn1)c1ccc([N+](=O)[O-])cc1 (centres undefined)	1	x	-2	-2.0	13	-6	12	0.0
N#C[C@@H]1[C@@H](c2ccccc2C2=CCCCC2)[C@H](CO)N1S(=O)(=O)c1cccc(F)c1	x	x	-1	-2.2	x	8	-19	0.1
C[C@H]1CN([C@@H](C)CO)C(=O)c2cccc(NS(C)(=O)=O)c2O[C@H]1CN(C)C	1	0	2	-0.5	-3	-8	13	0.0
Cc1cc(C)c(N(CC(=O)NCc2ccccc2)C(=O)c2csnn2)c(C)c1	4	-11	-1	0.3	-1	-6	-28	0.0
CC(=O)c1ccc(OCc2ccc(Oc3c(Cl)cccc3[N+](=O)[O-])cc2)cc1	x	x	-2	0.0	x	-27	4	0.3
CNC(=O)C[C@H]1CC[C@H]2[C@H](COc3ccc(NC(=O)c4ccccc4Cl)cc3C(=O)N2C)O1	-12	2	-3	1.1	1	3	16	0.3
COc1ncnc2c1ncn2CCCN[C@H](C)c1cccc2ccccc12	-4	-2	-1	-2.7	x	-3	6	0.1
Cc1ccc(S(=O)(=O)N[C@H]2CC[C@H](CC(=O)NC3CCCCC3)O[C@H]2CO)cc1	2	6	0	-1.7	-10	-3	2	0.3
O=C(NCC1COc2ccccc2O1)c1cccc(S(=O)(=O)NCc2ccccc2)c1 (centres undefined)	-15	-8	1	-1.1	-2	-4	-15	-0.1
Cc1[nH]c2ccccc2c1CC(=O)Nc1ccc(Nc2cccnc2)c(-c2ccc(Oc3ccccc3)cc2)c1	x	x	-2	1.0	x	-80	-24	0.3
CCCNC(=O)Nc1ccc2c(c1)C(=O)N(C)C[C@@H](OC)[C@@H](C)CN(C)[C@H](C)CO2	-10	0	3	1.4	4	12	19	0.0
Cc1ccsc1/C=N/n1c(C2CCCCC2)n[nH]c1=S	-2	x	-8	x	-16	2	34	0.0
O=C(CSc1nnc2ccccn12)Nc1ccc(N2CCOCC2)cc1	0	-2	-3	0.1	-4	-10	-1	-0.1
O=C(CN1CCN(c2ccc([N+](=O)[O-])cc2)CC1)c1ccccc1	-6	24	0	-1.1	-2	-9	8	-0.1
C(#Cc1ccc2c(c1)COc1c3ccccc3nn1-2)c1ccccc1	-4	63*	-3	0.2	-3	-121	x	0.1
C[C@@H]1CN([C@H](C)CO)C(=O)c2c(c3ccccc3n2C)-c2ccccc2CO[C@H]1CN(C)C(=O)Nc1cccc(C(F)(F)F)c1	x	x	-1	-0.5	x	6	-8	0.5
O=C(O)Cn1cnc2c(OCc3ccccc3)ncnc21	8	2	-6	0.4	4	2	16	0.0
CC1CCCC(C)N1C(=O)CN1C(=O)NC2(CCOc3ccccc32)C1=O (centres undefined)	9	-3	1	-0.2	2	-5	15	0.5
NC(=O)C1CCN(C(=O)COc2ccc(Nc3ccccc3)cc2)CC1	x	0	6	1.7	4	-1	2	0.0
COc1ccc2c3c([nH]c2c1)[C@@H](CO)N(C(C)=O)CC31CCN(Cc2cc(-c3ccccc3)on2)CC1	x	x	-2	-0.8	x	12	-22	0.0
